# NTR1 ag: agonists of NTR1, primary screen, imaging, U2OS cells, beta-arrestin-GFP, high content (AID 493036). 0.17% of 330,000 active. NTR1-U2OS beta-arrestin-GFP spot imaging, agonist mode. activation, % at 20 µM;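 active = activation at or above 40% of the spot to cytoplasm intensity ratio, with at least 20 cells analyzed; inconclusive = wells under 20 cells, flagged as cytotoxic or low count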;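 note: 0% = DMSO without peptide and 100% = 100 nM NTR1 peptide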
# Target sequence (P30989 whole entry, looked up): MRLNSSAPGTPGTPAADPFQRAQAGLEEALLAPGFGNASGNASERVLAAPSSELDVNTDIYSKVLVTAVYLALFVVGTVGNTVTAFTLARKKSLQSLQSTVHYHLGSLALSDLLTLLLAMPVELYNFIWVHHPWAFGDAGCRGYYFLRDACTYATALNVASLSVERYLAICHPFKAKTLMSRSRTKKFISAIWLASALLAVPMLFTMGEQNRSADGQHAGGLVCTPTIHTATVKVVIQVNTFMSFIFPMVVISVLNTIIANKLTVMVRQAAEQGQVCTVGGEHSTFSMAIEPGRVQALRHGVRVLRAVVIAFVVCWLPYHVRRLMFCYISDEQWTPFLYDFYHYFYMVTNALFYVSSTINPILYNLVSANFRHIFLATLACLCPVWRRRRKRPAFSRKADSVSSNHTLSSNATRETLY
# GPR35 arrestin U2OS: inhibition of zaprinast-stimulated GPR35 beta-arrestin translocation – imaging, U2OS, beta-arrestin-GFP, zaprinast agonist, primary screen (AID 2058). U2OS GPR35 beta-arrestin-GFP translocation imaging, zaprinast antagonism; higher % means a stronger effect. inhibition, % at 10 µM, or IC50 in µM where a hit was titrated. 0.052% of 290,000 active;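 active = inhibition of at least 50% with at least 30 cells and total cytoplasm GFP at most 10,000,000; inconclusive = under 30 cells or total GFP of 10,000,000 plus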
# K1F lysis inhibition: inhibition of K1F phage lysis, E. coli UTI89, bacterial capsule biogenesis inhibitors, alamar blue (AID 488966); E. coli UTI89 K1F phage lysis, alamar blue, 2 h; higher % means a stronger effect; inhibition, % at 100 µM, or IC50 in µM where a hit was titrated; 0.02% of 340,000 active;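 active = phage lysis inhibition, versus mean bacterial control, above a set limit; inconclusive = no clear call, values can overlap the other calls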;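 note: capsule biogenesis inhibitors block K1F phage lysis so surviving cells raise fluorescence; higher fluorescence means more inhibition of phage lysis; actives were called in the ten point dose series up to 300 µM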
# WT yeast gro inh: growth inhibition of WT yeast, mitochondrial fusion screen | AID 1362 | inhibition, % at 10 µM | 2.1% of 190,000 active | mitochondrial fusion phenotypic screen, WT strain; in the data active = inhibition above about 58%; tested in S. cerevisiae
# LYP phosphatase: inhibitors of LYP phosphatase, biochemical, fluorescence intensity, uHTS (AID 1779) | recombinant LYP phosphatase, fluorescence intensity; higher % means a stronger effect | inhibition, % at 11.5 µM, or IC50 in µM where a hit was titrated | 0.054% of 290,000 active; in the data active = inhibition above about 50%;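 note: plate controls were vehicle with enzyme for no effect and no enzyme for full effect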
# RSV CPE inhibition: inhibition of RSV-induced cytopathic effect – HEp-2 cells, primary 10 µM value included (AID 2391); HEp-2 cells, RSV-induced CPE inhibition; higher % means a stronger effect; CPE inhibition, % at 10 µM; hits with a dose series show IC50 in µM; 0.13% of 310,000 active; in the data active = a potency from the dose series; inconclusive = CPE inhibition mostly from about 23% at the one dose, without a potency; inactive = the rest, 99 in 100 with CPE inhibition below about 21%; note: strong numbers were not always called active
# AID2073: disruptors of CaV2.2 binding to Mint1 – biochemical, HTRF (AID 2073). 0.19% of 290,000 active. inhibition, % at 20 µM; hits with a dose series show IC50 in µM. HTRF protein-protein interaction, Mint1-CaV2.2; higher % means a stronger effect; in the data active = inhibition mostly above about 51%, no sharp cut-off; inconclusive = no clear call, values can overlap the other calls; inactive = mostly below about 53%; note: some results filed as inactive read as strong as hits
# Dengue-2 NS5 capping: Dengue-2 NS5 methyltransferase inhibitors, primary screen, biochemical, confirmation dose response (AID 588689); inhibition, % at 25 µM, or IC50 in µM where a hit was titrated; 0.3% of 340,000 active; Dengue-2 NS5 methyltransferase capping enzyme assay, biochemical; higher % means a stronger effect; in the data active = a potency from the dose series; inconclusive = inhibition above about 29% without an active follow-up result
# Autophagy mod: modulators of autophagy; MEF GFP-LC3 puncta imaging; test concentration mostly 10 µM; calls only at 10 µM (by protocol); 0.98% of 190,000 active; AID 463193;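 active = percentage of spot-positive cells more than 3 SD above its plate mean, without a fluorescence outlier flag or 80% toxicity; inconclusive = no clear call, values can overlap the other calls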;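 note: spot-positive cell cutoff set from DMSO-treated cells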
# WT yeast gro inh mutant strain: second read-out of WT yeast gro inh, no call of its own (marks repeat the call); inhibition, %; mitochondrial fusion phenotypic screen, mutant strain inhibition
# Autophagy mod cell loss 18 h: also measured in Autophagy mod; calls as there; toxicity, %; measured here: cell loss, nuclei count;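 cell loss after 18 h compound exposure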
# NTR1 ag cell count 20 µM: also measured in NTR1 ag; calls as there; cell count; measured here: cell count, cytotoxicity flag
# Dengue-2 NS5 capping pilot replicate: also measured in Dengue-2 NS5 capping; calls as there; inhibition, %; measured here: pilot screen replicate inhibition
# * = called active by the depositor; i = inactive; ? = inconclusive; · = not tested or not shown; [ ] = remark or other dose.
SMILES,NTR1 ag,NTR1 ag cell count 20 µM,GPR35 arrestin U2OS,K1F lysis inhibition,WT yeast gro inh,WT yeast gro inh mutant strain,LYP phosphatase,RSV CPE inhibition,AID2073,Dengue-2 NS5 capping,Autophagy mod,Autophagy mod cell loss 18 h,others
OCC1CCCN(C(=S)Nc2ccc(Nc3ccccc3)cc2)C1 (stereo not given),1.5,50,-6%,1.3%,5,-2,0%,1.6%,4%,0%,i,-9,
Cc1ccc(NC(=S)NCc2ccc3c(c2)OCO3)cc1C,-2.1,58,1%,-1.0%,61*,54*,-1%,1.4%,-7%,-4%,i,0,
CC1CN(C(=O)CS(=O)(=O)Cc2ccccc2)CC(C)O1 (stereo not given),1.0,42,1%,0.1%,·,·,-4%,5.9%,17%,0%,·,·,
CCOC(=O)C1CCCN(c2nnnn2-c2ccccc2)C1 (stereo not given),2.4,64,-1%,4.1%,16,23,-3%,1.5%,11%,-2%,i,22,
Cc1ccccc1NC(=O)CC(O)(C(F)(F)F)C(F)(F)F,0.8,86,13%,0.1%,-8,5,-10%,2.6%,2%,3%,i,13,Dengue-2 NS5 capping pilot replicate=-3.3
C=CCCc1ccc(C#N)c(SCc2c(C(=O)OCC)c3cc(OC(C)=O)c(Br)cc3n2C)n1,0.3,53,2%,-0.5%,-2,22,0%,?,20%,-3%,i,29,
COCCNc1nc2c(c(=O)n(Cc3ccc(OC)cc3)c(=O)n2C)n1C,0.2,84,6%,-0.1%,16,-4,-14%,0.4%,7%,-11%,i,0,Dengue-2 NS5 capping pilot replicate=4.2
O=C(O)c1cc(Cl)nc2ccccc12,1.1,62,-4%,0.0%,·,·,5%,-0.2%,20%,-10%,·,·,
O=C(O)[C@@H]1CCCN1C(=O)CCc1c[nH]c2ccccc12,-0.5,56,-9%,0.1%,·,·,-10%,0.7%,-2%,-7%,·,·,
Cc1n[nH]c(C)c1S(=O)(=O)N1CCCC(C(=O)N2CCc3ccccc32)C1 (stereo not given),-3.2,95,6%,0.1%,6,16,1%,1.1%,-7%,-2%,i,72,
Clc1cccc(/C=N/Nc2ncnc3ccccc23)c1,5.7,77,14%,0.0%,10,3,2%,6.8%,2%,-19%,i,-1,
COC(=O)c1sccc1NC(=O)c1ccc(OC)cc1,1.1,77,5%,0.7%,13,-10,-6%,0.7%,14%,1%,i,4,
O=C(Nc1cccc(S(=O)(=O)NC2=NCCCCC2)c1)c1cccnc1Cl,-1.8,66,-5%,0.3%,·,·,-7%,-0.1%,-7%,2%,·,·,
COc1ccc(O)c(-c2cc(-c3cccc(Br)c3)n[nH]2)c1,55*,43*,2%,-1.6%,-3,6,2%,4.2%,0%,8%,i,2,
CCOC(=O)c1cc(C)n(-c2ccc(Cl)cc2)c1C,0.6,45,-8%,4.2%,·,·,-3%,2.1%,8%,3%,·,·,
CSc1ncccc1C(=O)OCC(=O)NC(=O)NCCC(C)C,-0.1,97,13%,5.5%,-1,6,-2%,-0.4%,5%,-2%,i,-68,
O=C(c1ccc(NS(=O)(=O)c2cccs2)cc1)N1CCCCC1,-1.6,89,12%,-0.5%,-2,-2,-6%,2.2%,-2%,-11%,i,-7,
COc1ccccc1C1C(C#N)=C(N)N(c2cccnc2)C2=C1C(=O)CC(C)(C)C2 (stereo not given),-1.8,90,-9%,0.2%,-17,-5,-4%,1.0%,10%,2%,i,1,
Cc1cc(C)cc(NC(=O)CSc2nc3[nH]ncc3c(=O)[nH]2)c1,0.8,79,0%,-2.6%,0,-20,-6%,0.5%,7%,-3%,i,-8,
CCOc1ccccc1NC(=S)NC1CC2CCC1C2 (stereo not given),-0.5,79,-12%,0.2%,·,·,2%,0.4%,-7%,-6%,·,·,
COc1cccc(C(=O)Nc2ccccc2C(=O)N2CCCC2)c1,1.2,40,10%,-1.3%,5,-6,-3%,1.3%,29%,-4%,i,-1,
CCOC(=O)CNC(=O)C1CCC(CNS(=O)(=O)c2cccc3nsnc23)CC1 (stereo not given),0.5,60,0%,0.0%,·,·,-8%,3.1%,6%,26%,·,·,
CCc1c(C)c(C#N)c2nc3ccccc3n2c1-n1nc(C)cc1C,1.3,50,-2%,1.3%[50 µM],2,-17,0%,3.8%,19%,1%,i,16,
COc1ccc(Br)cc1S(=O)(=O)N1CCN=C1c1ccccc1,1.1,60,-6%,0.0%,·,·,-8%,0.4%,1%,0%,·,·,
CC(NC(=O)Nc1ccc(Cl)c(Cl)c1)C(c1ccccc1)N1CCOCC1 (stereo not given),1.4,85,15%,0.1%,75*,44*,-6%,17%,6%,-20%,i,6,

# Next structures follow:
SMILES,NTR1 ag,NTR1 ag cell count 20 µM,GPR35 arrestin U2OS,K1F lysis inhibition,WT yeast gro inh,WT yeast gro inh mutant strain,LYP phosphatase,RSV CPE inhibition,AID2073,Dengue-2 NS5 capping,Autophagy mod,Autophagy mod cell loss 18 h,others
Cc1ccc(-c2ccc(C(=O)O)c(C)n2)cc1,-0.8,73,11%,1.2%[50 µM],-7,-2,-6%,2.8%,12%,1%,i,1,
O=S(=O)(c1ccc(N2CCC(c3ccc(Cl)cc3)=N2)cc1)N(CCO)CCO,7.5,83,-32%,0.0%,13,11,-55%,18%,?,-2%,i,-4,
CCOCCCn1c(SCC(=O)NC(C)C)nc2ccccc2c1=O,-0.6,61,6%,2.3%,-3,-1,0%,0.2%,-16%,-4%,i,-1,
CC1CCC(C(C)C)C(OC(=O)COC(=O)c2cccn2C)C1 (stereo not given),5.4,80,-5%,6.3%,74*,25*,-4%,4.7%,-5%,-4%,i,7,
CCOC(=O)C1=C(O)/C(=C/c2cc(OC)c(OC)c(OC)c2)N=C1C,0.8,44,3%,4.7%,1,4,6%,-0.3%,8%,-6%,i,-2,
c1ccc(C2=NN(c3ccccc3)CC2)cc1,3.1,53,8%,1.0%[50 µM],·,·,-12%,-0.5%,12%,-9%,·,·,
COc1ccc(NS(=O)(=O)c2ccc(Br)s2)cc1OC,0.4,49,14%,7.3%,9,-2,-8%,0.1%,3%,-5%,i,3,
CN(C)S(=O)(=O)c1ccc(C(=O)Nc2nc(-c3cc4ccccc4o3)cs2)cc1,8.0,84,18%,0.2%,10,-22,-7%,7.0%,2%,-3%,i,20,
NS(=O)(=O)c1ccc(NC(=O)c2ccccc2C(=O)N2CCCCC2)cc1,-0.9,68,-16%,0.1%,-11,-3,-9%,2.9%,11%,-4%,i,3,
CCOC(=O)C1=C(COC(=O)C2(C)CC2(Cl)Cl)NC(=O)NC1c1ccc(OC)cc1 (stereo not given),0.0,101,9%,-2.7%,-17,-3,-5%,1.5%,-5%,4%,i,3,
CC(CO)(CO)NCc1ccc(-c2ccccc2)cc1,0.2,75,-2%,2.6%[50 µM],9,7,-6%,-1.1%,11%,-5%,i,12,
O=C(Nc1sc2c(c1C(=O)NC1CCCCC1)CCC2)c1ccco1,18,69,2%,5.4%,0,21,-5%,·,8%,1%,i,-1,
CCOc1ccc(CNC(=O)Cn2nc(C)c3c(C)n(-c4ccc(C)cc4)nc3c2=O)cc1,0.4,52,-21%,0.1%,·,·,-11%,15%,5%,-16%,·,·,
O=C(Nc1nnc(SCC(=O)N2CCCCC2)s1)c1ccccc1F,-0.7,32,-3%,-0.3%,·,·,-3%,2.2%,-5%,-10%,·,·,
CCOC(=O)CNC(=O)CSc1nnc(-c2ccco2)n1Cc1ccco1,0.1,58,5%,9.4%,-2,-4,2%,2.0%,-14%,3%,i,20,
CCOC(=O)N1CCC(NS(=O)(=O)c2cc3c(cc2Cl)NC(=O)CO3)CC1,-1.6,95,-2%,-1.7%,7,23,5%,3.7%,8%,-3%,i,-4,
COc1ccccc1OCC(=O)NCCCN1CCOCC1,-0.3,38,-8%,0.2%,·,·,-1%,3.0%,5%,5%,·,·,
COCCn1c(SC2CCCCC2=O)nnc1-c1ccncc1 (stereo not given),3.2,53,-7%,2.9%,14,0,-4%,0.5%,-11%,-4%,i,1,
CCOc1ccc2[nH]c(C(=O)N/N=C/c3ccccc3OC)cc2c1,-0.5,106,-8%,0.4%,·,·,0%,0.3%,4%,1%,·,·,
CCCc1cc(=O)[nH]c(SCC(=O)c2cc(C)n(CC(F)(F)F)c2C)n1,2.7,48,-12%,0.3%,-20,12,-3%,22%,3%,-6%,i,0,
Cc1ccc(S(=O)(=O)N2CCC(=O)N(CCOCc3cccc(C(F)(F)F)c3)CC2)cc1,5.8,89,-14%,0.5%,7,-13,5%,1.7%,3%,-2%,i,-6,
Cc1ccccc1C(=O)Nc1ccnn1C1CCN(C(=O)C2CCOC2)CC1 (stereo not given),-0.3,48,10%,1.0%[50 µM],·,·,-6%,0.1%,12%,0%,·,·,
O=C(O)c1cccc(N/C(=N\S(=O)(=O)c2ccccc2)c2ccccc2)c1,0.8,40,-2%,-1.6%,-4,-1,-3%,3.3%,7%,-11%,i,5,
Cc1c(N=Cc2nc3ccccc3[nH]2)c(=O)n(-c2ccccc2)n1C,-0.5,53,-7%,1.9%,-1,20,-1%,1.1%,0%,-5%,i,1,

# In the list so far, these have an aryl thioether with sulfur outside any ring:
SMILES,NTR1 ag,NTR1 ag cell count 20 µM,GPR35 arrestin U2OS,K1F lysis inhibition,WT yeast gro inh,WT yeast gro inh mutant strain,LYP phosphatase,RSV CPE inhibition,AID2073,Dengue-2 NS5 capping,Autophagy mod,Autophagy mod cell loss 18 h,others
C=CCCc1ccc(C#N)c(SCc2c(C(=O)OCC)c3cc(OC(C)=O)c(Br)cc3n2C)n1,0.3,53,2%,-0.5%,-2,22,0%,?,20%,-3%,i,29,
CSc1ncccc1C(=O)OCC(=O)NC(=O)NCCC(C)C,-0.1,97,13%,5.5%,-1,6,-2%,-0.4%,5%,-2%,i,-68,
Cc1cc(C)cc(NC(=O)CSc2nc3[nH]ncc3c(=O)[nH]2)c1,0.8,79,0%,-2.6%,0,-20,-6%,0.5%,7%,-3%,i,-8,
CCOCCCn1c(SCC(=O)NC(C)C)nc2ccccc2c1=O,-0.6,61,6%,2.3%,-3,-1,0%,0.2%,-16%,-4%,i,-1,
O=C(Nc1nnc(SCC(=O)N2CCCCC2)s1)c1ccccc1F,-0.7,32,-3%,-0.3%,·,·,-3%,2.2%,-5%,-10%,·,·,
CCOC(=O)CNC(=O)CSc1nnc(-c2ccco2)n1Cc1ccco1,0.1,58,5%,9.4%,-2,-4,2%,2.0%,-14%,3%,i,20,
COCCn1c(SC2CCCCC2=O)nnc1-c1ccncc1 (stereo not given),3.2,53,-7%,2.9%,14,0,-4%,0.5%,-11%,-4%,i,1,
CCCc1cc(=O)[nH]c(SCC(=O)c2cc(C)n(CC(F)(F)F)c2C)n1,2.7,48,-12%,0.3%,-20,12,-3%,22%,3%,-6%,i,0,

# Assay outcomes (PubChem BioAssay)

# An unsorted share of the library; 2.6% or so of the library scored in one or more.
